Bioassay records as filed in PubChem BioAssay.
EPAC2 antag – qHTS for Antagonist of cAMP-regulated guanine nucleotide exchange factor 2 (EPAC2): primary screen | Rap guanine nucleotide exchange factor 4 (Homo sapiens), Q8WZA2 | Potency, µM (top dose mostly 114 µM), without a hit: at the top dose activity, negative = inhibition, most hits filed as inhibitors | hit rate 0.18% among 360,000 | EPAC2 GEF exchange of Rap1B-BODIPY-GDP, fluorescence; further: potency means the concentration at half of the fitted maximal effect; on the % scale 0 is the no-effect control and ±100 the full control effect; nearly all actives have a fitted effect of over 45% in size; many of its hits are not listed in these tables
EPAC1 antagonist – qHTS for Antagonist of cAMP-regulated guanine nucleotide exchange factor 3 (EPAC1): primary screen | hit rate 0.14% among 360,000 | Rap guanine nucleotide exchange factor 3 (Homo sapiens), O95398 | EPAC1 GEF assay, Rap1b-BODIPY-GDP exchange fluorescence | Potency, µM (top dose mostly 115 µM), for the others: at the highest dose activity change, negative = inhibition, hits mostly inhibitors;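 further: potency means the concentration at half of the fitted maximal effect; plate controls were vehicle for no effect and positive control for full effect; nearly all actives have a fitted effect of over 50% in size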
MmCpn inh – Inhibitors of TCP-1 ring complex (TRiC) of Methanococcus maripaludis (MmCpn): qHTS; Chaperonin Mm-Cpn (Methanococcus maripaludis); purified Mm-Cpn ATPase, ADP Transcreener TR-FRET; Potency, µM (series often up to 76.9 µM), for the others: at the highest dose activity, negative = inhibition, most hits filed as inhibitors; hit rate 0.031% among 330,000; AID 504842, 2011; further: potency means the concentration at half of the fitted maximal effect; on the % scale 0 is the no-effect control and ±100 the full control effect; nearly all actives have a fitted effect of over 80% in size
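Eu-cryptate anti-ADP/ADP-d2 competition gives a ratio inversely related to ADP. Enzyme at 25 nM was pre-exposed to compound for 10 min, then given 10 uM ATP for 30 min, 37°C throughout.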
WRN inhibitor – qHTS for Inhibitors of WRN Helicase; Bifunctional 3'-5' exonuclease/ATP-dependent helicase WRN (Homo sapiens), Q14191; WRN helicase unwinding, fluorescent forked duplex, kinetic; Potency, µM (doses to about 114 µM), for the others: at the top dose activity change, negative = inhibition, hits mostly inhibitors; hit rate 0.46% among 360,000; further: potency means the concentration at half of the fitted maximal effect; on the % scale 0 is the no-effect control and ±100 the full control effect; nearly all actives have a fitted effect of over 55% in size
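Kinetic red-fluorescence monitoring (525/598 nm) tracks WRN helicase activity after 100 nM fluorophore-quencher forked duplex and 2 mM ATP are added to 20 nM enzyme pretreated 15 min at room temperature with compound.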
CCT chaperon mod – High-Throughput Screening for Modulators of Cytosolic Chaperonin Activity; purified chaperonin ATPase assay, HTRF ADP detection, 30 min; activity change, % (no concentration beside the values), hits read low; hit rate 0.3% among 360,000; in the data active means activity change below about -30%; further: on the % scale 0 is the no-effect control and ±100 the full control effect
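ATPase activity: ADP formed was measured by HTRF Transcreener (665/615 nm ratio) after 30 min at 37 deg C with 10 uM ATP. Compounds screened at one 76 uM concentration against 40 or 20 nM TRiC in Tris pH 7.4/KCl/MgCl2/DTT buffer.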
PI5P4Ka inh – qHTS for Inhibitors of phosphatidylinositol 5-phosphate 4-kinase (PI5P4K). PI5P4Kalpha enzyme, ADP-Glo luminescence, 60 min; active compounds read low. max response, %. AID 652105, 2013. hit rate 1.2% among 330,000. Phosphatidylinositol 5-phosphate 4-kinase type-2 alpha (Homo sapiens), P48426; active means max response of -50% or lower; inconclusive means between -30% and -50%; inactive means -30% or higher; further: value at the top dose of about 77 µM; on the % scale 0 is the no-effect control and ±100 the full control effect
Target sequence (P48426 whole entry, looked up): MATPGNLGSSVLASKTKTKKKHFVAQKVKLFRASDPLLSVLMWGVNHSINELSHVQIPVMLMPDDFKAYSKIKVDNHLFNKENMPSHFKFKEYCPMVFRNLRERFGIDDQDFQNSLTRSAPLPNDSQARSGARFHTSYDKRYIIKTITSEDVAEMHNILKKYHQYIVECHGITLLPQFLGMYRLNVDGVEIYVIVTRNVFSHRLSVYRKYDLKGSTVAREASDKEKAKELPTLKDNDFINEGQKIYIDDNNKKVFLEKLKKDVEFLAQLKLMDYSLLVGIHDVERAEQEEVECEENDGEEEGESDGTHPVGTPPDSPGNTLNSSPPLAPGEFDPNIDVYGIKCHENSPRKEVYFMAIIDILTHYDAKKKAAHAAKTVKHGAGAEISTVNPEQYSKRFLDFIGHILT
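ADP-Glo luminescence end-point read after a 60 min room-temperature kinase reaction of PI5P4Kalpha plus substrate, initiated with ATP at 5 microM final. Buffer: 0.038 M HEPES pH 7.4, EGTA, 0.1% CHAPS, 5% DMSO.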
EPAC1 agonist – qHTS for Agonist of cAMP-regulated guanine nucleotide exchange factor 3 (EPAC1): primary screen. Rap guanine nucleotide exchange factor 3 (Homo sapiens), O95398. EPAC1 agonist qHTS, biochemical assay; response scale: 100% = response to 6.5 mM cAMP. Potency, µM (doses to about 154 µM), inactives show at the top dose activation, hits mostly activators. hit rate 0.073% among 360,000; further: potency means the concentration at half of the fitted maximal effect; nearly all actives have a fitted effect of over 60% in size
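Compounds were pinned as a concentration titration into mixtures of EPAC1 (100 nM), BODIPY-GDP-loaded Rap1B (250 nM) and GDP (50 uM). After 5 min at room temperature, fluorescence was followed for 30 min; activity was scaled to 6.5 mM cAMP.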
PLK1 PBD inh – qHTS for Inhibitors of PLK1-PDB (polo-like kinase 1 - polo-box domain): Primary Screen | Plk1 PBD binding of FITC phosphopeptide, fluorescence polarization | Potency, µM, for inactives: max response, negative = inhibition, actives largely listed as inhibitors | hit rate 2.8% among 360,000 | AID 720504, 2013; further: potency means the concentration at half of the fitted maximal effect; series mostly up to about 57 µM; on the % scale 0 is the no-effect control and ±100 the full control effect; nearly all actives have a fitted effect of over 65% in size
Target sequence (P53350 whole entry, looked up, the tested form may be a part): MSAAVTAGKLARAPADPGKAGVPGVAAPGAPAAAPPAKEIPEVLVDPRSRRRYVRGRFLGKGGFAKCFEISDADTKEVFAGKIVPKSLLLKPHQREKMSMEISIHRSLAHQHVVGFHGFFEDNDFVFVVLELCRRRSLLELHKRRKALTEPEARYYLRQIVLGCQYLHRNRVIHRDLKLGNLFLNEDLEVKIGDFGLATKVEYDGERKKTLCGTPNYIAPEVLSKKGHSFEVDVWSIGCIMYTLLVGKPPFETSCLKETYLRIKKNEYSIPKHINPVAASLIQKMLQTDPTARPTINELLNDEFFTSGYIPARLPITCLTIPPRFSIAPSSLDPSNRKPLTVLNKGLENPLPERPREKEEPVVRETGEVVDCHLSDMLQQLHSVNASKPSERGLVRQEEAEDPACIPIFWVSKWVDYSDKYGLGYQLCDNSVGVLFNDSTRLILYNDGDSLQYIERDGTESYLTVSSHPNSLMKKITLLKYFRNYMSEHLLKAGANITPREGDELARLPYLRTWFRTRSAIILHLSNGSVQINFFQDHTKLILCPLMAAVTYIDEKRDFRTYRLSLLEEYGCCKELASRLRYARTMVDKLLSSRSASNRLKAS
Starred values were filed as active, the others as inactive; ? = inconclusive; / = no result given; [ ] = dose if it differs, or a comment. Unless noted, the call rests on the fitted dose curve; in most records, active means well fitted curve in the direction sought with a large enough effect; inconclusive means small, poorly fitted or top-dose-only effect, or another doubt; inactive means no such curve, though single readings can be large; an effect the other way counts as inactive or inconclusive. Only part of the results is shown (hit frequency here may not be typical).

SMILES | EPAC2 antag | EPAC1 antagonist | MmCpn inh | WRN inhibitor | CCT chaperon mod | PI5P4Ka inh | EPAC1 agonist | PLK1 PBD inh
COC(=O)c1ccc(NC(=O)c2ccc3nsnc3c2)cc1 | -21% | -19% | 4% | -3% | -0.3 | 5 | 2% | -6%
COC(=O)c1cccc(COC(=O)CNC(=O)c2ccco2)c1 | 7% | 11% | 1% | 1% | 1.4 | -2 | -4% | -2%
O=c1c2[nH]c3ccccc3c2ncn1CCC1=CCCCC1 | -1% | 4% | 2%[15.4 µM] | -10% | 0.3 | 0 | 5% | -7%
O=[N+]([O-])c1cccc(/C=N\N2CCN(c3ccc(Cl)cc3)CC2)c1 | 17% | 1% | 4% | 1% | 0.9 | 3 | 6% | -3%
CCOC(=O)c1ccc2c(c1)nc(-c1ccccn1)n2CC | 8% | 14% | -2% | -5% | 1.1 | 8 | -8% | 3%
O=C(/C=C/c1ccco1)Nc1ccc2nn(-c3ccccc3)nc2c1 | -21% | 22% | 1% | -20% | 2.5 | ? | 1% | -4%
O=S(=O)(Nc1ccc2c(c1)OCO2)c1cccs1 | -3% | -2% | 1% | -11% | 1.1 | -19 | -10% | -5%
CC(C)Oc1ccccc1C1CC(=O)Nc2cc3c(cc21)OCCO3 (stereo not drawn) | -4% | -4% | 1% | -1% | -0.1 | / | -2% | -7%
C=C1C(=O)OC2C1CCC(C)C1C=CC(=O)C12C (stereo not drawn) | -3% | 4% | / | -19% | 1.2 | -8 | -2% | -7%
Cc1cnc(C(=O)Nc2nnc(C)s2)cn1 | 8% | 10% | 0% | 4% | 0.2 | 4 | -2% | -4%
Cc1ccc(NC(=O)C(C)N2C(=O)C3CC=C(Cl)CC3C2=O)cc1 (stereo not drawn) | 1% | -25% | 2% | 0% | 0.5 | -3 | 9% | -5%
COc1cc(C(=O)OCC(=O)N2CCN(S(=O)(=O)c3ccc(C)cc3C)CC2)c([N+](=O)[O-])cc1OC | -4% | -6% | / | 2% | -3.1 | -2 | 13% | -11%
COc1ccc(NC(=O)COC(=O)c2ccc(-n3nc(C)cc3C)cc2)cc1OC | -3% | 2% | -2% | 5% | -0.6 | ? | 2% | -10%
O=C(COC(=O)C1CCN(S(=O)(=O)c2cccs2)CC1)Nc1ccc(F)cc1F | 9% | -2% | 1% | -3% | 0.6 | 1 | 2% | 1%
COC(=O)c1ccc(NC(=O)c2cc(Cl)ccc2OC)cc1 | -2% | 2% | 1% | -3% | 1.4 | 8 | 14% | -6%
Cc1ccc(-c2nc(N)c3c(-c4ccc(C)cc4)nn(C(C)(C)C)c3n2)cc1 | 16% | 9% | -1% | 5% | -0.5 | -4 | -7% | -1%
O=S(=O)(NCC(O)c1ccccc1)c1ccc(-c2ccccn2)s1 (stereo not drawn) | -12% | 1% | 1% | -6% | -1.2 | -1 | 11% | 3%
Cc1ccc(Nc2cc(C)nc3ncnn23)c(Cl)c1 | -7% | 11% | -1% | -1% | -2.7 | -2 | 17% | -3%
O=C(Nc1ccc(Oc2ccccc2)nc1)C1CCCCN1Cc1ccco1 (stereo not drawn) | 0% | 2% | 0% | -5% | -0.6 | 5 | 7% | -9%
COc1ccc(-c2nc(CCNC(=O)c3ccco3)cs2)cc1OC | -13% | -1% | 0% | -7% | -2.3 | 4 | -4% | -3%

Of the compounds above, 2 have a nitro group on carbon:
SMILES | EPAC2 antag | EPAC1 antagonist | MmCpn inh | WRN inhibitor | CCT chaperon mod | PI5P4Ka inh | EPAC1 agonist | PLK1 PBD inh
O=[N+]([O-])c1cccc(/C=N\N2CCN(c3ccc(Cl)cc3)CC2)c1 | 17% | 1% | 4% | 1% | 0.9 | 3 | 6% | -3%
COc1cc(C(=O)OCC(=O)N2CCN(S(=O)(=O)c3ccc(C)cc3C)CC2)c([N+](=O)[O-])cc1OC | -4% | -6% | / | 2% | -3.1 | -2 | 13% | -11%

(list continues)
SMILES | EPAC2 antag | EPAC1 antagonist | MmCpn inh | WRN inhibitor | CCT chaperon mod | PI5P4Ka inh | EPAC1 agonist | PLK1 PBD inh
CCOC(=O)c1c(C)n2c3c(cc(C)cc13)CCC2 | -20% | 4% | 2% | -8%[57.1 µM] | 0.9 | 20 | 5% | -5%
CC1CCN(c2ccccc2NC(=O)c2ccc([N+](=O)[O-])o2)CC1 | 13% | 2% | -2% | -2% | -6.6 | 4 | 5% | 1%
CCN(CC)CCn1c(NCc2nc3ccccc3n2Cc2ccccc2)nc2ccccc21 | -2% | 2% | 1% | -7% | -0.4 | / | 0% | 2%
C=COCCNC(=O)Nc1ccc(Cl)c(Cl)c1 | -6% | -12% | 2% | -14% | -0.6 | / | -1% | 0%
O=C(O)c1cc(-c2cccc([N+](=O)[O-])c2)n[nH]1 | -4% | 8% | 0% | -4% | -1.1 | ? | 1% | -28%
O=C1CC(Cc2ccccc2)C(=O)N1CCc1ccc2c(c1)OCO2 (stereo not drawn) | 11µM* | 11% | -2% | -1% | -0.3 | 1 | 7% | -5%
CCN1CCc2nc3sc(C(=O)N4CCc5ccccc5C4)c(N)c3cc2C1 | -12% | -5% | 1% | -12% | 1.1 | -6 | 1% | -17%
Nc1nc(NCC2CCCO2)nc(Nc2ccccc2)c1[N+](=O)[O-] (stereo not drawn) | 24% | 5% | 0% | 0% | 0.2 | -17 | -18% | -2%
CCOC(=O)CC(=O)CSc1ncnc2c1oc1ccccc12 | -13% | -1% | -19% | -6% | -4.8 | 2 | 4% | -14%
CCOc1ncccc1C(=O)OCC(=O)Nc1cc(S(=O)(=O)N(CC)CC)ccc1C | 3% | 5% | 0% | 0% | 2.5 | -1 | -4% | 4%
S=c1[nH]ncn1/N=C/c1ccc(N2CCOCC2)cc1 | 7% | -11% | -1% | 4% | 1.4 | 0 | -1% | -2%
COc1ccc(NC(=O)c2ccc(NC(=O)CCS(=O)(=O)c3cccs3)cc2)cc1 | 0% | -11% | 0% | -16% | -1.4 | 0 | 4% | -14%
Cc1cc(NC(=O)c2ccc(Br)c([N+](=O)[O-])c2)no1 | 5% | 8% | -9% | -1% | -4.0 | -3 | -5% | -1%
O=C(N/N=C/c1cccs1)c1cncc(Br)c1 | 0% | -14% | 4% | -21%[57.1 µM] | -2.6 | -4 | -6% | -5%
CCCc1nc2nc(C)c(NS(=O)(=O)c3ccc([N+](=O)[O-])cc3)c(=O)n2[nH]1 | -10% | -3% | 1% | 1%[57.1 µM] | 1.6 | 7 | 4% | -5%
CCN(CC(=O)Nc1ccccc1OC)C(=O)c1ccc(NS(=O)(=O)c2ccc(C(C)=O)cc2)cc1 | 1% | -8% | 0% | -12% | 1.9 | 1 | -10% | ?
COc1ccc(NC(=O)/C(=C/c2ccc(OC(C)=O)c(OC)c2)NC(C)=O)cc1 | 30% | 16% | -1% | 7% | 3.7 | 5 | -8% | -2%
O=C(Sc1ccc(Cl)cc1)c1ccccn1 | 7% | -5% | / | ? | 0.7 | 19 | 9% | ?
CNNC(=O)C(C)NC(=O)c1ccc(Br)cc1 (stereo not drawn) | 0% | -4% | 1% | 0% | 1.5 | / | 3% | -7%
Cc1cnc(C(=O)OC(C)C(=O)NCc2ccccc2)cn1 (stereo not drawn) | -5% | -29% | -3% | -13% | 0.4 | -7 | -63%[inhibitor] | -4%
Cc1ccc(-n2nnc(-c3nccs3)n2)cc1 | -3% | -5% | / | 8% | 0.5 | -11 | -1% | 4%
O=C(CSc1nnc2ccc(-c3ccc(F)cc3)nn12)N1CCCC1 | 8% | 10% | -5% | 7% | -3.1 | 1 | -9% | ?
CN(C)CCCNc1nc(-c2ccccc2)nc2ccccc12 | 2% | 5% | 1% | -3% | 0.6 | -1 | 7% | -4%
Nc1c(C(=O)NCc2ccccc2)c2nc3ccccc3nc2n1-c1ccc2c(c1)OCO2 | -2% | 11% | -3% | -6% | -0.9 | / | 10% | -8%
NC(=O)c1c(NC(=O)CN2CCCC2)sc2c1CCCC2 | 0% | 2% | -2% | -28% | -0.3 | -53* | -2% | 3µM*
COc1cc(C(C(=O)NC2CCCCC2)N(C(=O)c2snc(C(N)=O)c2N)c2ccc(C)cc2)ccc1O (stereo not drawn) | -14% | -17% | -1% | -3% | -1.4 | -2 | -7% | -7%
CCN(CC)S(=O)(=O)c1ccc(-c2nnc(SCC(=O)Nc3ccc4c(c3)OCO4)o2)cc1 | -1% | -3% | 0% | -14% | -1.4 | / | 7% | -3%
Cc1noc(C)c1S(=O)(=O)N1CCC(C(=O)N2CCN(c3ccccc3Cl)CC2)CC1 | -4% | -14% | 0% | -5% | 2.2 | 0 | 14% | 2%
O=S(=O)(NC1=NCCC1)c1cccc(NC(=S)Nc2ccc(OC(F)F)cc2)c1 | 2% | -5% | -3% | -6% | 2.9 | -3 | -3% | -10%
Cc1ccc2c(c1)C(=O)C(=O)N2CCOc1ccccc1 | -25% | -24% | -1% | -10% | -0.8 | 11 | 10% | -14%
CC(=O)C[C@H](O)CC(=O)[C@H]1OC(=O)[C@@H](C)C/C=C\Cc2ccccc21 | -4% | 7% | 0% | -4% | 1.5 | 7 | 16% | -9%
O=c1cc(N2CCc3ccccc3C2)[nH]c(=O)n1-c1ccccc1Cl | 8% | -19% | -2% | -1% | -1.3 | 2 | 3% | -5%
COc1ccc(NC(=O)/C(C#N)=C/C=C/c2ccco2)cc1 | 0% | -16% | -1% | -17% | 1.3 | -15 | -6% | -2%
CC(NC(=O)c1ccccc1)c1nnc(SCC(=O)NC2CCCC2)n1C (stereo not drawn) | 6% | ? | 2% | -4% | -2.5 | 1 | 7% | 2%
N#CNC(=Nc1cccc(F)c1)SCc1cccc(F)c1 | -9% | ? | 1% | -31% | -0.5 | 1 | -8% | -19%
CN(C)c1nc2c(c(=O)[nH]c(=O)n2C)n1CCOc1ccccc1 | 10% | -13% | 0% | 1% | 1.9 | -1 | 14% | -1%
Cc1cc(C)nc(N2CCCC(C(=O)Nc3ccc4nc(C)c(C)nc4c3)C2)n1 (stereo not drawn) | -5% | -18% | 1% | -18% | -2.2 | / | 8% | -4%
